Bioassay records as filed in PubChem.
Tau fluor counter – counter-screen for tau fibril formation inhibitors. tau K18 P301L Alexa594 fluorescence, heparin fibrillization. Potency, µM (doses to about 57.7 µM), for the others: at the top dose activity change, negative = decrease. 0.93% of 280,000 active; also: % is scaled to controls: 0 for no effect and ±100 for the full control effect; nearly all actives have a fitted effect of over 55% in size
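Human K18 P301L tau (15 uM unlabeled plus 0.24 uM Alexa 594-labeled, final) in 100 mM sodium acetate pH 7 was mixed with compound and 20 uM heparin and incubated 6 hr at 37 C.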
HTT cytoprotect – cytoprotection in Huntington HTT-Q103 PC12 cell model; PC12 HTT-Q103 induced, cytoprotection, ATP luminescence, 40 h; Potency, µM (titrated, usually from 56.4 µM), for the others: cytoprotection (ATP increase), actives largely listed as activators; 0.14% of 230,000 active;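 also: % of control where 0% means no effect; nearly all actives have a fitted effect of over 45% in size; toxic huntingtin expression switched on by the ecdysone agonist tebufenozide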
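Readout: ATPlite luminescence (ATP level). Model: stable PC12, inducible Htt exon1 Q103-GFP. Inducer: tebufenozide, 100 nM final. Compounds: dose series. No G418 in medium.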
aGal spleen mod – alpha-galactosidase A (human) modulation | P06280 | human spleen homogenate, 4MU-alpha-Gal fluorescence, 40 min | Potency, µM (top dose mostly 80 µM), for inactives: at the top dose activity change, negative = inhibition, most hits filed as inhibitors | 0.008% of 240,000 active | AID 2107;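 also: 0% = enzyme with vehicle and -100% = no enzyme basal signal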
Target sequence (P06280 32-429 limits assumed): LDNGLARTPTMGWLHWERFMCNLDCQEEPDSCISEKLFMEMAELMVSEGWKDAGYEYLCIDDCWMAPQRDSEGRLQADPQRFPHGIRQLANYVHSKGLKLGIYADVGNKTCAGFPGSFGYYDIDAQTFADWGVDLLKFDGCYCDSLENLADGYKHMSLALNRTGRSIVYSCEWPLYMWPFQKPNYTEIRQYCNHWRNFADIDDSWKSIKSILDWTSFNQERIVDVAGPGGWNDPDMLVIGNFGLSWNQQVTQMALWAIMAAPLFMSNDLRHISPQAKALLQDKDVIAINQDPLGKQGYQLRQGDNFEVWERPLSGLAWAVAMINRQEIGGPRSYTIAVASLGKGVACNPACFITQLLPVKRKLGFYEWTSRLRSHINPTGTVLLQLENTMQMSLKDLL
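Human spleen homogenate (1 ug) was the enzyme source, with 4-methylumbelliferyl-alpha-D-galactopyranoside (1 mM final) in pH 5.0 citrate buffer with 0.01% Tween-20. Compounds were titrated; after 40 min at 37C, NaOH/glycine stop, 4-MU fluorescence read; AC50 from Hill fits.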
GAA glycogen – inhibitors or activators of human alpha-glucosidase glycogen cleavage; Potency, µM (highest dose often 76.4 µM), for the others: top-dose activity change, negative = inhibition, actives largely listed as inhibitors; 0.38% of 300,000 active; P10253; recombinant GAA, glycogen substrate, Amplex Red glucose oxidase fluorescence;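 also: 0% = full enzyme reaction and -100% = no-enzyme basal signal; the screen sought inhibitors and activators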
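Recombinant human enzyme (4 nM); glycogen substrate; 37 C, 40 min, pH 5.0. Readout: coupled glucose oxidase/Amplex Red fluorescence.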
GAA spleen mod – inhibits or activates alpha-glucosidase in human spleen homogenate; human spleen homogenate, 4-MU-alpha-glucoside fluorescence; 0.006% of 240,000 active; P10253; Potency, µM (top dose mostly 79.9 µM), without a hit: at the top dose activity change, negative = inhibition, actives largely listed as inhibitors; AID 2112;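 also: 0% = enzyme with vehicle and -100% = no enzyme basal signal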
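AC50 values come from Hill-equation fits of concentration-response data, normalized to no-enzyme and full-activity controls. Enzyme source: 1 ug human spleen homogenate; 1 mM fluorogenic 4-MU glucoside, pH 5.0 citrate buffer, 37 C, 40 min.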
GAA inhib – alpha-glucosidase (human) inhibition | purified human GAA, 4-MU-alpha-glucoside fluorescence | Potency, µM (doses to about 76.9 µM), inactives show at the top dose activity change, negative = inhibition, most hits filed as inhibitors | 0.005% of 200,000 active;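 also: plate controls were uninhibited enzyme wells for no effect and no-enzyme background for full effect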
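Activity normalized between no-enzyme (basal) and enzyme-only wells. Conditions: 4 nM human enzyme, 400 uM fluorogenic substrate, citrate/phosphate pH 5.0 with Tween-20, 20 min room temperature, compounds up to 77 uM.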
Tau fibril FP – tau fibrillization inhibition (FP). Potency, µM (doses to about 57.7 µM), for inactives: at the top dose activity, negative = inhibition, most hits filed as inhibitors. P10636. 0.39% of 280,000 active. AID 1468. K18 P301L tau heparin fibrillization, Alexa594 FP, 6 h; also: % is scaled to controls: 0 for no effect and ±100 for the full control effect; nearly all actives have a fitted effect of over 55% in size
Target sequence (P10636 561-689 P618L limits assumed): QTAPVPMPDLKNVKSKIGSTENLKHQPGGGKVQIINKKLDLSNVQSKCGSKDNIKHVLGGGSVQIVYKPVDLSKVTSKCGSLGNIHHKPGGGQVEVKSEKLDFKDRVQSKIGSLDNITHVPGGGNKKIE
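Heparin (20 uM) drove fibril formation of recombinant tau K18 P301L, 15 uM unlabeled with 0.24 uM Alexa 594 label, for 6 hr at 37 C in 100 mM sodium acetate pH 7. Fluorescence polarization (555/632 nm) read 1 hr after 30 uM ThT.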
Tau ThT inhib – inhibitors of human tau fibril formation, thioflavin T binding. P10636. recombinant tau K18 P301L (four-repeat tau fragment), heparin-induced fibrillization, ThT fluorescence. Potency, µM (series often up to 57.4 µM), for the others: at the top dose activity, negative = inhibition, usual class: inhibitors. 2.1% of 270,000 active. AID 1460; also: % is scaled to controls: 0 for no effect and ±100 for the full control effect; nearly all actives have a fitted effect of over 55% in size
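In this qHTS, human K18 P301L tau is incubated with compound and heparin for 6 hr at 37 C, and Thioflavin T fluorescence then reports fibril load.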
The depositor's hits bear a star; ? = inconclusive; . = not tested or not shown; & = joins results of further samples; [ ] = dose if it differs, or a comment. Calls follow the shape of the dose curve; as a rule, active = well fitted curve in the direction sought with a large enough effect; inconclusive = small, poorly fitted or top-dose-only effect, or another doubt; inactive = no such curve, though single readings can be large; an effect the other way counts as inactive or inconclusive. Potency is read from the fitted curve at half-maximal effect.

item | Compound | Tau fluor counter | HTT cytoprotect | aGal spleen mod | GAA glycogen
1 | Cc1ccc2[nH]c(=O)c(CN(CCc3ccccc3)C(=O)N3CCOCC3)cc2c1 | 8.4% | -23.5% | 8.6% | -8.5%
2 | Cn1c(NCCN)nc2c1c(=O)n(Cc1ccccc1)c(=O)n2C | -7.2% | . | . | 10.3%[76.3 µM]
3 | Cc1nn(C(=O)c2cccnc2)c(C)c1Sc1ccc(Br)cc1 | -9.3% | 3.5% | -3.7% | 0.0%
4 | CCOC(=O)c1ccc(NC(=O)C2(c3ccc(OC)cc3)CCCC2)cc1 | -16.6% | 10.3%[10 µM] | 4.0% | -9.5%
5 | CC(C)(C)C(=O)COC(=O)c1c2c(nc3ccccc13)CCC2 | -0.5% | -43.2%[inhibitor] | -0.5% | 1.3%
6 | CCCCN(C)S(=O)(=O)c1ccc(C(=O)Nc2nnc(-c3ccco3)o2)cc1 | -7.7% | -163.4%[inhibitor] | 1.3% | 1.1%
7 | CC(=O)Nc1sc2c(c1C(c1ccncc1)N1CCOCC1)CCCC2 (stereo not drawn) | -3.4% | 0.3% | -0.4% | -14.0%
8 | CC(=O)Nc1cc(C(=O)N2CCCC2)ccc1Sc1ccc(C)cc1 | -18.5% | 20.3%[10 µM] | -4.0% | -9.7%
9 | CCc1nc2ccccc2c(C(=O)OC2CCCCC2=O)c1C (stereo not drawn) | -6.8% | 8.6%[10 µM] | 9.1% | -0.9%
10 | CCc1ccc(/C=C(\C)C(=O)c2c(C)cc(C)[nH]c2=O)cc1 | -9.7% | -9.4% | 2.5% | 6.8%
11 | CC(=O)Nc1ccc2c(c1)CCC2=O | 6.6% | 10.5%[10 µM] | -7.1% | 0.8%
12 | N#Cc1c(-c2ccco2)cc(-c2ccc(F)cc2)nc1N | ? | -24.4% | ? | 0.9%

item | GAA spleen mod | GAA inhib | Tau fibril FP | Tau ThT inhib
1 | -2.6% | -9.9% | ? | 7.1%
2 | . | . | 3.1% | -3.4%
3 | -1.3% | -12.5% | 4.2% | ?
4 | -4.0% | -7.8% | 2.2% | -6.1%
5 | 2.4% | 8.3% | 12.0% | -1.7%
6 | 2.3% | 1.4% | 4.5% | -6.3%
7 | -5.7% | 4.2% | 2.5% | -9.2%
8 | 1.8% | -11.2% | -7.6% | -14.3%
9 | -2.3% | -2.6% | -5.7% | -1.0%
10 | 1.9% | -19.0% | ? | -10.1%
11 | -4.1% | -3.4% | 2.7% | 5.3%
12 | 13.2% | ? | -11.1% | ?

Single records (already shown). Order of screens: Tau fluor counter	HTT cytoprotect	aGal spleen mod	GAA glycogen	GAA spleen mod	GAA inhib	Tau fibril FP	Tau ThT inhib
`CCOC(=O)c1ccc(NC(=O)C2(c3ccc(OC)cc3)CCCC2)cc1` is entered as -16.6%	10.3%[10 µM]	4.0%	-9.5%	-4.0%	-7.8%	2.2%	-6.1%
`CCCCN(C)S(=O)(=O)c1ccc(C(=O)Nc2nnc(-c3ccco3)o2)cc1` is entered as -7.7%	-163.4%[inhibitor]	1.3%	1.1%	2.3%	1.4%	4.5%	-6.3%
`Cn1c(NCCN)nc2c1c(=O)n(Cc1ccccc1)c(=O)n2C` is entered as -7.2%	.	.	10.3%[76.3 µM]	.	.	3.1%	-3.4%

The list goes on:
item | Compound | Tau fluor counter | HTT cytoprotect | aGal spleen mod | GAA glycogen
13 | CCn1c(C(=O)N2CCC(Cc3ccccc3)CC2)cc2sccc21 | -6.3% | -6.5% | 7.6% | -4.8%
14 | CCOC(=O)c1c(C)nc2c(c1-c1cc(OC)c(OC)c(OC)c1)C(=O)c1ccccc1-2 | -6.3% | 12.1% | 3.0% | 4.9%
15 | COc1ccc(S(=O)(=O)N2CCCC2C(=O)Nn2cnnc2)cc1 (stereo not drawn) | 6.0% | -2.6% | -4.5% | 4.7%
16 | O=C(CCNS(=O)(=O)c1c(Cl)cccc1Cl)OCC(=O)c1ccccc1F | 2.1% | 5.6%[10 µM] | -9.6% | -10.7%
17 | O=C(CCc1nc(-c2ccccc2)no1)NCc1ccco1 | 3.0% | -3.6%[0.074 µM] | 9.2% | -11.3%
18 | CN(c1cccc(NC(=O)c2ccc(C(C)(C)C)cc2)c1)S(C)(=O)=O | -19.0% | -163.7%[inhibitor] | 1.0% | -13.9%
19 | O=S(=O)(NCc1ccc(Cl)cc1)c1cnc[nH]1 | -5.5% | -4.1%[1.9 µM] | -2.8% | -4.1%
20 | O=C(CN1C(=O)NC2(CCCCCC2)C1=O)N1CCN(S(=O)(=O)c2ccccc2)CC1 | -0.7% | -15.4% | -4.8% | -17.5%
21 | CCOC(=O)N1CCN(c2nc3ccccc3nc2C(C#N)C(=O)NCCc2ccccc2)CC1 (stereo not drawn) | -6.0% | -30.3%[inhibitor][0.074 µM] | -1.6% | 6.6%
22 | N#Cc1cc2c(nc1SCC(=O)N1CCCCC1)CCCCC2 | -7.3% | -11.9%[0.074 µM] | -7.5% | -1.0%
23 | CCOc1ccc(Oc2c(/C=N/NC(=O)C3CC3)c(C)nn2-c2ccccc2)cc1 | -12.9% | 32.1%[10 µM] | -8.5% | 5.7%
24 | Cc1ccc(C(=O)NCCc2nnc(SCC(=O)Nc3nc(-c4ccccc4)cs3)n2C)cc1 | -17.6% | -9.7%[1.9 µM] | 2.8% | 0.1%

item | GAA spleen mod | GAA inhib | Tau fibril FP | Tau ThT inhib
13 | -1.8% | 3.9% | -2.2% | -6.7%
14 | 1.9% | -4.5% | 5.2% | 4.3%
15 | -1.5% | -2.8% | -0.8% | 8.1%
16 | -7.7% | -9.8% | 3.0% | 0.9%
17 | 5.6% | -3.3% | 5.2% | -2.9%
18 | -6.4% | -9.6% | -3.9% | -6.6%
19 | -7.1% | -10.5% | 3.7% | -1.3%
20 | -7.6% | -11.1% | 2.8% | 1.9%
21 | -10.1% | -2.6% | 2.4% | ?
22 | -3.0% | 2.9% | 3.7% | -14.2%
23 | -11.0% | 2.5% | 1.1% | -12.0%
24 | -3.4% | 2.3% | -7.2% | -0.2%

The list goes on:
item | Compound | Tau fluor counter | HTT cytoprotect | aGal spleen mod | GAA glycogen
25 | CC1Cn2c(nnc2-c2cc3ccccc3cc2O)S1 (stereo not drawn) | 2.7% | 1.4% | 13.7% | -8.3%
26 | Cc1nnc(N2CCN(Cc3ccccc3)CC2)[nH]c1=O | 4.1% | 2.7% | 8.2% | 6.5%
27 | CC(=O)OCC1OC(n2c(Br)nc3c(=O)[nH]c(N)nc32)C(OC(C)=O)C1OC(C)=O (stereo not drawn) | -9.0% | . | 0.1% | .
28 | COc1ccc(-n2cnc3cc(NCc4ccco4)ccc32)cc1 | ? | -41.9%[inhibitor] | 11.6% | 17.0%
29 | CC(C)C(NC(=O)OCc1ccccc1)C(=O)NCc1ccc(C(=O)O)cc1 (stereo not drawn) | 6.1% | -10.8%[10 µM] | -2.6% | 12.7%
30 | CC1(C)C2([N+](=O)[O-])CN(CCO)CC1([N+](=O)[O-])CN(CCO)C2 | 5.5% | 0.6%[10 µM] | -18.7% | -0.1%
31 | CCN(C(=O)CSc1nc2ccccc2n1CCc1ccccc1)C1CCS(=O)(=O)C1 (stereo not drawn) | -15.5% | -0.8% | -1.4% | 0.7%
32 | Cc1cc(C)c(C#N)c(SCc2nnc(-c3ccccc3)o2)n1 | -20.5% | 0.6%[10 µM] | -7.3% | -0.8%
33 | Cc1oc(-c2ccc(-c3ccccc3)cc2)nc1CN1CCN(CC(=O)N(C)C)CC1 | -5.3% | -10.6%[10 µM] | -9.1% | 8.0%
34 | Cc1cc2cc(C(c3nnnn3C3CCCC3)N(Cc3cccnc3)Cc3ccco3)c(=O)[nH]c2cc1C (stereo not drawn) | -16.8% | -24.0% | 4.0% | -1.5%
35 | CCCC(C)C(=O)Nc1ccc(NC(C)=O)cc1 (stereo not drawn) | 1.3% | 0.1% | -28.6% | 5.7%
36 | COc1ccc(-c2nc(CSc3nnc(C)n4c3cc3oc(C)cc34)c(C)o2)cc1OC | -9.5% | . | . | 1.2%[76.3 µM]

item | GAA spleen mod | GAA inhib | Tau fibril FP | Tau ThT inhib
25 | 11.3% | 6.8% | 5.2% | 1.4%
26 | 0.6% | -2.6% | 4.3% | 5.0%
27 | 2.8% | . | -2.4% | -5.4%
28 | 13.2% | -8.5% | 3.5% | ?
29 | 1.3% | -2.3% | -5.2% | 7.3%
30 | -1.8% | -12.9% | 3.0% | -2.5%
31 | -9.2% | -1.0% | 3.7% | -13.5%
32 | 3.8% | -2.9% | -1.6% | -12.2%
33 | -2.3% | 6.4% | -2.3% | -17.4%
34 | -1.4% | -4.9% | -3.5% | ?
35 | -9.4% | -1.5% | 9.5% | 0.9%
36 | . | . | ? | ?

Next section
item | Compound | Tau fluor counter | HTT cytoprotect | aGal spleen mod | GAA glycogen
37 | Cc1ccc(C)c(-n2c(-c3csc(C)c3C)n[nH]c2=S)c1 | -21.3% | . | -8.6% | -26.7%
38 | O=C1CCC(C(=O)OCC(=O)c2c[nH]c3ccccc23)=NN1 | -9.5% | 3.4%[1.9 µM] | -1.0% | 17.0%
39 | NC(=O)c1ccccc1NC(=O)c1ccccc1F | 2.4% | -8.5% | -6.2% | -19.4%
40 | CCCc1cc2c(cc1NC(=O)c1ccccc1C)OCO2 | -4.0% | -29.8% | 1.4% | -4.4%
41 | COC(=O)C1C(=O)/C(=C/N(C)C)C(=O)CC1(C)C (stereo not drawn) | -23.6% | -20.7% | 3.3% | 7.7%
42 | CCn1c(=O)cc(SCC(=O)N2CCN(c3ccccn3)CC2)c2ccccc21 | 8.0% | -16.3% | -6.8% | 2.5%
43 | CCOC(=O)CN1C(=O)N[C@@H](c2ccc(Br)cc2)C(C(C)=O)=C1C | -1.7%&-8.5% | 12.2% | 2.9%&-1.9% | -9.1%
44 | COc1ccc(OC)c(N(CC(=O)Nc2cccnc2)S(=O)(=O)c2ccccc2)c1 | -8.2% | 4.9% | 0.6% | -5.5%

item | GAA spleen mod | GAA inhib | Tau fibril FP | Tau ThT inhib
37 | -3.2% | -8.7% | -9.1% | -17.4%
38 | 6.8% | 1.6% | 8.9% | -4.4%
39 | -5.7% | 8.4% | 7.4% | 0.5%
40 | -4.7% | -0.4% | 0.3% | -1.4%
41 | -1.2% | ? | ? | ?
42 | -0.6% | -0.7% | -6.1% | -3.5%
43 | -10.1%&1.0% | -1.8%[15.4 µM] | ? | -2.1%&-9.4%
44 | 0.0% | -3.8% | 1.4% | 0.7%
